eIF4E-4G inh – eIF4E/eIF4G interaction inhibition in translation initiation; P63073+Q04637; TR-FRET eIF4E-eIF4GI(517-606) binding, 2 h; inhibition, % at 21.7 µM; actives 0.37% (n = 220,000);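 active means inhibition above about 30%, limit read from the data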;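 further: 0% = full FRET control wells and 100% = background wells lacking eIF4GI fragment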
Ba/F3 V617F tox – loss of viability in JAK2V617F-driven Ba/F3 cells; Ba/F3 EpoR-JAK2V617F viability, ATP luminescence; inhibition, % at 5.6 µM; actives 1.1% (n = 220,000); AID 1446;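 active means inhibition above the campaign mean plus 3 SD over all tested compounds, cut at about 24% in these data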;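 further: cytokine-independent growth of Ba/F3 cells driven by EpoR plus mutant JAK2; 0% = DMSO-treated cells and 100% = JAK inhibitor I control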
Wee1 stabilizer – human Wee1 degradation inhibition, primary screen | actives 1.2% (n = 220,000) | reporter increase, % at 5 µM | HeLa Luc-Wee1K328M stability, luciferase luminescence; 100% = proteasome inhibitor MG132 effect | AID 1321 | P30291;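 active means activation above the mean of all tested compounds plus 3 SD, set per screening run, cut at about 8.8% in these data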;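 further: cells exposed to compound for 20 h before luminescence read; 0% = DMSO alone and 100% = MG132 at 30 µM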
Target sequence (P30291 whole entry K328M): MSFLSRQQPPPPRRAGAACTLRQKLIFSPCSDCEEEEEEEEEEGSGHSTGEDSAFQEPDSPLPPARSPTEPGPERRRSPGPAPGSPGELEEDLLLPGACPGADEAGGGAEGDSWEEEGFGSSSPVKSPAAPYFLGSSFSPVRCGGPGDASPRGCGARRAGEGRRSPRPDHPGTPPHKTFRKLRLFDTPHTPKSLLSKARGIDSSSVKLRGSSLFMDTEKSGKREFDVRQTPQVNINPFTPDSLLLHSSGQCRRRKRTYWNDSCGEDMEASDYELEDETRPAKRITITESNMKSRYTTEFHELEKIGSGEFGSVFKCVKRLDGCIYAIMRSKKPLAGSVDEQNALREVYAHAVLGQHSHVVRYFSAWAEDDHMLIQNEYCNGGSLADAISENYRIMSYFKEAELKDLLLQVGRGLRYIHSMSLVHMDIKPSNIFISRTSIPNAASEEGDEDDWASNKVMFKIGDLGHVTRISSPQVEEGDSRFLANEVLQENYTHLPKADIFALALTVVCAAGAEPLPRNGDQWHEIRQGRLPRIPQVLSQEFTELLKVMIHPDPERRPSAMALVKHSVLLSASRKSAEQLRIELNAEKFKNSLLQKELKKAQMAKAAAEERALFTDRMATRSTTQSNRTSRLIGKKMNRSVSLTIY
PERK inhibitor – blocks human PERK kinase; CHO PERK-DD fusion, SEAP luminescence translation reporter; actives 0.17% (n = 220,000); Q9NZJ5; AID 1416; inhibition, % at 5.6 µM;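 active means inhibition above the mean inhibition of all tested compounds plus 3 SD, set separately per screening campaign, cut at about 2.9% in these data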;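 further: PERK kinase domain activated by AP20187 dimerizer at 100 nM; 0% = DMSO with dimerizer and 100% = rapamycin at 8.4 µM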
S1P4 antag – blocks the human S1P4 receptor; actives 0.26% (n = 220,000); S1P4-expressing cells, antagonist mode, reporter read-out; AID 1510; inhibition, % at 4.98 µM; O95977; in the data active means inhibition above about 29%;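 further: 0% = wells stimulated with agonist and 100% = vehicle wells without agonist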
BaF3 tox – counter-screen for JAK2V617F inhibitors: parental Ba/F3 viability inhibitors | CellTiter-Glo ATP luminescence | inhibition, % at 5.6 µM | actives 1.1% (n = 220,000) | AID 1486;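 active means inhibition above a per-campaign cutoff, the mean inhibition of all tested compounds plus 3 SD, cut at about 27% in these data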;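 further: 0% = DMSO wells and 100% = JAK Inhibitor I control wells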
MDM2 E3 inh – inhibitors of human Mdm2 E3 ubiquitin ligase. signal enhancement, % at 5 µM. AID 1230. actives 0.11% (n = 210,000). Q00987. cell-based MDM2 ubiquitination luciferase reporter, 2 h; 0 = plate control, 100 = twice control, blank-subtracted;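 active means signal enhancement of 30% or more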;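 further: luminescence tracks abundance of the self-degrading MDM2-luciferase fusion protein; higher signal means inhibition of MDM2 E3 ligase activity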
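Timing – 2 h compound exposure at 37 °C · Assay system – mammalian cells stably expressing self-ubiquitinating, self-degrading MDM2 E3–luciferase fusion · Amount – 2000 cells seeded into each well · Measure – % luminescence enhancement versus blank-corrected plate control mean · Measured by – SteadyLite luminescence, 15 min reagent step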
NPY2 pot ag – human NPY-Y2 potentiation or agonism, primary screen; P49146; cells expressing NPY-Y2, potentiator/agonist read-out; activation, % at 3.6 µM; actives 0.45% (n = 220,000); in the data active means activation above about 27%;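 further: cells stimulated with NPY near EC25 plus isoproterenol at EC100; 0% = vehicle plus submaximal agonist and 100% = vehicle plus saturating agonist; some results beyond the cut were filed as inactive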
Target sequence (P49146 whole entry, looked up): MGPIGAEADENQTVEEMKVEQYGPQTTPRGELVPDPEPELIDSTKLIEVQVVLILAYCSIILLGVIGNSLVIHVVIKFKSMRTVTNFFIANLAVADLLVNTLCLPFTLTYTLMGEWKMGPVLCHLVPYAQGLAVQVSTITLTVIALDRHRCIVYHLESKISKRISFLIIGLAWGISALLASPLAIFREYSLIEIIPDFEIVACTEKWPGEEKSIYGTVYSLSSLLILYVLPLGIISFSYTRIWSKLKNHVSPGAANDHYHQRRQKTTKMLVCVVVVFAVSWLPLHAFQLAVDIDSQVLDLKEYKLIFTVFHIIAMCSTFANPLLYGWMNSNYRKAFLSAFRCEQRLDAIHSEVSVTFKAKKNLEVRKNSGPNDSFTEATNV
S1P4 agonist – agonists of human S1P4 receptor; O95977; actives 0.35% (n = 220,000); activation, % at 4.98 µM; S1P4-expressing cell line, agonist reporter assay; AID 1509; in the data active means activation above about 11%;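 further: 0% = DMSO vehicle and 100% = reference agonist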
An asterisk follows results filed as active; / = not tested or not shown; [ ] = remark or other dose.

SMILES	eIF4E-4G inh	Ba/F3 V617F tox	Wee1 stabilizer	PERK inhibitor	S1P4 antag	BaF3 tox	MDM2 E3 inh	NPY2 pot ag	S1P4 agonist
CCOc1cc(C(=O)Nc2cccc3ncccc23)cc(OCC)c1OCC	-8[fluorescence artefact?]	-5	-1	-0.2	-17	3	-16	5	1.5
CC(C)(C)NS(=O)(=O)c1ccc(N2C(=O)c3ccccc3C2=O)cc1	-5[fluorescence artefact?]	-5	-1	-0.1	-17	1	7	14	-4.4
CC1CCC2(CC1)NC(=O)N(CC(=O)Nc1ccc(N3CCOCC3)cc1)C2=O (centres undefined)	2[fluorescence artefact?]	-1	-1	0.7	-1	7	-7	14	-4.5
Cc1ccc(CNC(=S)Nc2cc(C)ccc2OC(F)F)cc1	3	-2	0	0.7	1	2	-2	-4	0.4
COc1ccc(CC(=O)NCCc2ccc(S(N)(=O)=O)cc2)cc1	-5	-4	-2	0.7	-9	1	-7	0	-1.8
O=C(O)C1CC(=O)N(c2ccc(OCc3c(F)cccc3Cl)cc2)C1 (centres undefined)	4[fluorescence artefact?]	5	0	0.1	2	6	-6	-18	-2.0
N#C/C(=C(/O)COC(=O)Cc1c[nH]c2ccccc12)c1nc2ccccc2[nH]1	3[fluorescence artefact?]	-2	0	-0.8	-8	5	-13	-1	0.5
CCC(C)NC(=O)Nc1ccc2c(c1)N(C)C(=O)c1ccccc1S2 (centres undefined)	-1	-1	-1	-0.2	-3	6	-8	-5	-0.2
O=C(Nc1ccc(S(=O)(=O)N2CCCC2)cc1)C1CC(=O)N(c2ccccc2)C1 (centres undefined)	6	0	2	0.1	3	3	-16	0	0.5
COC(=O)CNC(=O)c1cccs1	-2	0	-1	-0.2	-15	0	0	-8	-2.7
O=C(NCc1ccccc1)c1cccc(COc2ccc(Cl)cc2)c1	8	-3	4	0.6	-6	1	4	-15	-0.8
Cc1ccc(C(=O)N/N=C/c2nc3ccccc3n2C)cc1	2	3	0	0.0	-3	6	0	-9	-0.9
CC1CC(C)CN(c2ccc(-n3cnnn3)cc2[N+](=O)[O-])C1 (centres undefined)	8	-1	-1	1.9	-12	2	-12	9	-1.7
O=C(N/N=C/c1cn(-c2ccccc2)nc1-c1cccs1)c1ccc(Cl)cc1	3	-5	-2	0.0	-18	7	-28	-17	0.4
O=C1C(Cc2c[nH]c3ccccc23)NC(=S)N1Cc1ccccc1 (centres undefined)	-3	-1	3	0.5	16	10	-9	-9	0.0
O=C(COC(=O)c1cccc(S(=O)(=O)N2CCc3ccccc32)c1)Nc1ncc(C(F)(F)F)cc1Cl	-1	-2	1	0.1	-15	0	-4	8	4.6
Cc1csc(/C(=N\O)c2csc(C)n2)n1	1	-3	-2	0.2	-18	3	-18	-3	-1.8
CC1(C)Cc2ccccc2-c2nc3n(c(=O)c21)CCCS3	2	-2	3	0.5	3	2	-3	4	-0.9
N#Cc1c(NC(=O)CSc2n[nH]c(N)n2)oc(-c2ccccc2)c1-c1ccccc1	3[fluorescence artefact?]	-5	1	-0.2	-13	-2	-7	-3	-1.4
Cc1ccc(/C=N/NC(=O)CSc2nc3ccccc3s2)o1	4	1	2	1.2	-14	5	-6	-1	-0.6
O=C(NNC(=O)c1ccco1)c1cccc([N+](=O)[O-])c1	2	0	-1	0.7	15	1	-15	10	0.3
COc1ccccc1NS(=O)(=O)c1cc(NC(=O)c2cc(=O)[nH]c3ccccc23)ccc1N1CCOCC1	-11	0	0	1.1	-13	-5	/	0	3.2
COc1ccccc1/C=N/NC(=O)c1csc(C)c1C	20	0	-2	1.3	-6	5	10	14	0.0
COc1ccc(Sc2ccc(/C=C3\C(=O)NN(c4ccccc4)C3=O)o2)cc1	6	1	5	-0.1	-17	5	-6	-3	-0.1
CCNC(=S)N/N=C/c1ccc(-c2ccccc2)o1	-1[fluorescence artefact?]	-1	1	0.2	-11	8	-3	-2	-2.0
O=C(c1ccccc1F)N(NC(=O)C(O)(c1ccccc1)c1ccccc1)c1ccccc1	0	-1	-3	-0.1	-4	4	-20	-2	0.8
COc1cc(C(=S)NCc2ccccc2)cc(Br)c1O	7	-3	7	0.5	6	5	-5	-30	2.9
Cn1c(C(=O)NCc2cccs2)cc2oc3ccccc3c21	0	-4	-2	-0.3	-12	1	-13	1	1.9
Cc1ccc(C(=O)NCc2ccco2)cc1S(=O)(=O)Nc1cccc(C)c1C	-4[fluorescence artefact?]	-1	-1	-0.3	2	2	-16	6	0.1
CCOc1ccccc1NC(=O)c1cc(C(=O)Nc2ccccc2OCC)cc(N2C(=O)CCC2=O)c1	-1	-2	0	-0.1	-1	5	-8	-8	0.3
CC1(C)CC2CC(C)(CN2C(=O)C23CCC(C)(C(=O)C2)C3(C)C)C1 (centres undefined)	0	-4	1	0.2	-20	-2	-1	-1	3.9
O=C(COC(=O)c1cccnc1Cl)Nc1nc(-c2ccccc2)cs1	4	3	-2	1.1	-2	5	-13	2	4.8
O=C(c1ccccc1)c1c[nH]cc1-c1ccccc1	1[fluorescence artefact?]	-1	-1	0.8	-23	5	-5	8	0.0
Clc1ccc(CO/N=C/c2c(-c3ccccc3)nc3n2CCS3)c(Cl)c1	-9	-4	-1	0.6	-15	5	-8	27	1.5
Clc1nc2sccn2c1/C=N/n1cnc2ccccc21	-1	3	-2	-0.7	-7	7	19	1	-1.2
Cc1ccc(S(=O)(=O)N2CCC(=O)N2)cc1	2	2	-1	2.0	0	9	-12	-3	2.8
CCN1CCN(C(=O)c2cnn3c(C(F)F)cc(-c4ccc(C)cc4)nc23)CC1	7	-1	1	-2.1	9	5	-15	-32	-0.6
O=C(Cn1cnnn1)Nc1cccc([N+](=O)[O-])c1	-2	0	0	1.3	-12	5	1	0	0.5
CN(C(=O)CC(=O)Nc1ccc(Cl)c(Cl)c1)c1ccccc1	-1	1	2	-0.5	-6	2	-6	-17	0.3
COC(=O)c1c(NC(=O)CSc2nc3ccccc3c(=O)n2Cc2ccco2)sc(C)c1C	2	5	1	0.8	8	8	-12	-10	1.9
Cc1ccccc1OCC(=O)NCCN1CCCC1	-5[fluorescence artefact?]	0	3	0.7	7	3	8	0	-0.6
O=C1CC(c2ccccc2)CC(O)=C1C=Nc1ccccc1O (centres undefined)	0	-1	1	0.3	4	4	-11	6	0.5
CC1CN(C(=O)COc2ncnc3ccccc23)CC(C)O1 (centres undefined)	1[fluorescence artefact?]	1	-2	1.0	-3	10	2	-7	-0.8
Cc1cc2nc(-c3ccc(SCC(=O)Nc4ccc(S(=O)(=O)NC5CC5)cc4)nc3)[nH]c2cc1C	6[fluorescence artefact?]	-2	2	-0.1	-18	6	-10	-20	0.7
Cn1c(O)c(N=NC(=O)c2ccccc2O)c2ccccc21	1	1	7	0.7	-9	1	-21	2	0.3
Cc1cc(N2CCN(C)CC2)nc(=S)[nH]1	-4	1	0	0.9	-6	5	-7	-5	0.9
CCN(CC)c1ccc(CNc2nc3ccccc3n2CCN2CCOCC2)cc1	2	1	-1	-0.9	4	12	-12	-10	0.6
CCSC1=N/C(=C\c2ccc(OC)cc2)C(=O)N1	2	-1	7	1.4	1	2	-4	-1	1.3
Cc1cc(NC(=O)c2ccccc2)ncc1NC(=O)c1ccco1	-2	5	3	0.1	5	8	-22	-12	-1.0
CCNC(=S)N1CCN(CCN2C(=O)c3cccc4cccc(c34)C2=O)CC1	-2	4	-3	-1.4	-7	5	-11	-5	0.4
Cc1snc(SCC(=O)c2ccc(Cl)cc2)c1C#N	-3	-5	1	0.6	-6	0	-18	-14	3.0
Cc1cc(C)c(C)c(S(=O)(=O)N2CCN(CC(=O)NC(=O)NCc3ccccc3)CC2)c1C	0[fluorescence artefact?]	-2	-1	-0.1	-10	2	-11	4	-1.0
c1ccc(-n2cnc3cc(NCc4ccncc4)ccc32)cc1	2	-2	-3	-0.6	-7	0	-26	16	-0.3
CCCC(=O)c1c(NC)cc(C)oc1=O	-5	-1	-4	0.3	-6	1	-18	-1	1.0
CCOC(=O)/C(C#N)=C(/C)c1ccc(OC)cc1	-7	-3	3	2.2	-9	6	-15	10	2.6
Cc1cccc(NC(=S)N2CCCC(c3nc4ccccc4[nH]3)C2)c1 (centres undefined)	-1	5	5	0.7	-4	5	-14	-4	-1.5
COc1cccc(/C=N/n2c(SC)nnc2-c2ccccc2)c1OC	0	-2	0	-1.3	-4	-1	-12	9	1.9
Cc1nccc(-c2ccc3c(c2)OCO3)n1	4	1	0	2.2	-33	7	0	-2	2.6
COc1ccc(NC(=O)Nc2cccnc2)cc1	0	-1	3	-0.1	3	2	-8	-10	1.4
COc1cc(NC(=S)NN2CCOCC2)cc(OC)c1	/	3	1	0.0	3	0	/	-2	-0.9
Other records:
SMILES	eIF4E-4G inh	Ba/F3 V617F tox	Wee1 stabilizer	PERK inhibitor	S1P4 antag	BaF3 tox	MDM2 E3 inh	NPY2 pot ag	S1P4 agonist
CCc1ccccc1NC(=O)CSC1=C(C#N)C(c2ccc(O)c(OC)c2)C2=C(CCCC2=O)N1 (centres undefined)	-2[fluorescence artefact?]	1	0	-0.2	1	6	9	-8	0.2
C/C(=N\N=C(/N)SC1CC(=O)N(c2ccc(Br)cc2)C1=O)c1cccs1 (centres undefined)	5	0	1	-0.1	-16	5	0	44*	0.4
CCOC(=O)c1ccc(CC(=O)c2ccc(O)cc2O)o1	-10[fluorescence artefact?]	16	-1	0.4	-9	3	-2	35*	2.2
COc1cccc(/C=N/NC(=O)C(=O)N2CCCC2)c1OC	-1	-2	-3	3.1*	-9	6	-12	-6	1.1
CCCCCOc1ccc(N2C(=O)C3C4C=CC(C3C2=O)N(C)C4=O)cc1 (centres undefined)	0	-4	-3	-1.1	-17	3	-8	14	1.1
Cc1ccc2oc(C(F)(F)C(F)F)cc(=O)c2c1	10	1	4	1.1	-1	2	-79	-22	0.7
S=C(NCc1cccs1)NCC1CCCO1 (centres undefined)	-1	6	0	-0.7	-1	3	-88	-9	-2.0
Cc1csc2ncnc(NNC(=O)c3ccc(Cl)cc3)c12	4	-3	-1	0.1	-3	6	-5	18	-0.4
CCC(=O)Nc1cccc(NC(C)=O)c1	-6	-3	-3	1.2	11	6	-3	1	2.2
Cc1ccccc1NC(=O)c1ccc([N+](=O)[O-])o1	-6	-3	9.0*	0.6	26	-2	1	0	1.0
NNC(=O)c1ccc(-c2cccc([N+](=O)[O-])c2)o1	0	0	5	0.7	-19	5	-7	-6	0.4

An excerpt from further up, for reference:
SMILES	eIF4E-4G inh	Ba/F3 V617F tox	Wee1 stabilizer	PERK inhibitor	S1P4 antag	BaF3 tox	MDM2 E3 inh	NPY2 pot ag	S1P4 agonist
CCc1ccccc1NC(=O)CSC1=C(C#N)C(c2ccc(O)c(OC)c2)C2=C(CCCC2=O)N1 (centres undefined)	-2[fluorescence artefact?]	1	0	-0.2	1	6	9	-8	0.2
C/C(=N\N=C(/N)SC1CC(=O)N(c2ccc(Br)cc2)C1=O)c1cccs1 (centres undefined)	5	0	1	-0.1	-16	5	0	44*	0.4

Looked up one by one from the list above (three):
SMILES	eIF4E-4G inh	Ba/F3 V617F tox	Wee1 stabilizer	PERK inhibitor	S1P4 antag	BaF3 tox	MDM2 E3 inh	NPY2 pot ag	S1P4 agonist
COc1ccc(CC(=O)NCCc2ccc(S(N)(=O)=O)cc2)cc1	-5	-4	-2	0.7	-9	1	-7	0	-1.8
CCNC(=S)N/N=C/c1ccc(-c2ccccc2)o1	-1[fluorescence artefact?]	-1	1	0.2	-11	8	-3	-2	-2.0
Cc1ccc(C(=O)NCc2ccco2)cc1S(=O)(=O)Nc1cccc(C)c1C	-4[fluorescence artefact?]	-1	-1	-0.3	2	2	-16	6	0.1

Screens from PubChem BioAssay.
